Screening results (PubChem)
GPR151 ag = activators of human GPR151. Q8TDV0. PathHunter beta-arrestin GPR151 cells, luminescence. activation, % at 11.2 µM. 650,000 compounds, 1% hits. AID 1508602; in the data active means activation above about 4.9%;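 further: 0% = median of compound wells and 100% = cells with positive control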
FBW7 activator = human FBW7 E3 ligase activation, primary screen | AlphaScreen FBW7–phospho-cyclin E peptide binding, activator screen | normalized activity (activation), % at 26.1 µM | 650,000 compounds, 0.13% hits | AID 1259310; in the data active means normalized activity above about 1.9%;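 further: purified mutant Fbw7 with reduced substrate affinity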
Target sequence (Q969H0 whole entry, looked up): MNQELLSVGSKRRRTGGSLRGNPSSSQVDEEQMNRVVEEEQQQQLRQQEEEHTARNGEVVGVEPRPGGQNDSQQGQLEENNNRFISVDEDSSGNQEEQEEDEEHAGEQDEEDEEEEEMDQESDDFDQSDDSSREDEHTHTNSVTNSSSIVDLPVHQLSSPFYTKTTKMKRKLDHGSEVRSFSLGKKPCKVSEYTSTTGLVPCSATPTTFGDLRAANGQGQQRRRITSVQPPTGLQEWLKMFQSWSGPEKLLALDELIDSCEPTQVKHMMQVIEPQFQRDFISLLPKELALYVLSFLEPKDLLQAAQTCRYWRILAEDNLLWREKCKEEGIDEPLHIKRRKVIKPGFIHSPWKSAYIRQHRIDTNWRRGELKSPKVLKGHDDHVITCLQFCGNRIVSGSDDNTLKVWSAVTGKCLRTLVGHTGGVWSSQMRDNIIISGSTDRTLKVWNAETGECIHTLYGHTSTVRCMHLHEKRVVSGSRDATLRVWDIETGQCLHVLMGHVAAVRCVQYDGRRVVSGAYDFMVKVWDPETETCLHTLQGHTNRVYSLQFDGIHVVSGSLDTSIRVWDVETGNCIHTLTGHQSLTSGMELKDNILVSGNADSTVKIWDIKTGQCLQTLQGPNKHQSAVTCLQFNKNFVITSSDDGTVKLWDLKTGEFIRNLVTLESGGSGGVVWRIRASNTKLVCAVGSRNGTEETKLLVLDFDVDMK
MITF primary = human MITF inhibition, primary screen; 650,000 compounds, 0.91% hits; inhibition, % at 2.6 µM; AID 1259374; O75030; AlphaScreen MITF homodimerization, bead proximity signal; in the data active means inhibition above about 50%;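 further: 0% = vehicle wells with protein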
TEAD-YAP block = TEAD-YAP interaction inhibition; HEK-TIYL cells, TEAD-Gal4/YAP UAS-luciferase luminescence; inhibition, % at 9.12 µM; 640,000 compounds, 1.4% hits; AID 1259422; in the data active means inhibition above about 32%;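 further: 0% = median of test compound wells and 100% = reference inhibitor wells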
Starred values were filed as active, the others as inactive; / = not tested or not shown.

SMILES	GPR151 ag	FBW7 activator	MITF primary	TEAD-YAP block
NS(=O)(=O)c1ccc(CCNC(=O)CCCn2c(SCc3ccccc3)nc3ccsc3c2=O)cc1	-0.8	0.1	15	5
O=C(/C=C/c1ccc(Cl)cc1)NCc1cccs1	-0.6	0.1	8	-48
O=C(Nc1c2c(nn1-c1ccc([N+](=O)[O-])cc1)CS(=O)(=O)C2)c1cccc(C(F)(F)F)c1	0.5	0.1	4	-9
O=C1C(=O)N(CN2CCN(c3cccc(Cl)c3)CC2)c2ccccc21	0.1	-0.1	-5	13
Cc1c(C(=O)N(C)Cc2cscn2)sc2ncnc(NC3CC3)c12	-1.6	-0.2	1	5
CCOc1ccc(-c2cn3nc(-c4ccc(Br)cc4)n4c3c2CCCC4)cc1	-1.4	0.1	19	5
CCCN(CCC)CCN1C(=O)C2C(C(=O)Nc3ccc(Oc4ccccc4)cc3)C3C=CC2(O3)C1C(=O)NC1CCCCC1 (stereo not given)	0.3	0.3	14	8
Cc1nc(N(C)Cc2ccccc2)c2cc(C)sc2n1	-0.4	-0.1	-2	-15
FC(F)(F)c1ccc(Cn2cnc3c(NC4CC4)nc(N4CCN(c5ccccn5)CC4)nc32)cc1	-0.3	0.0	-5	0
COc1ccc(CNC(=O)NC(=O)C2CCNCC2)cc1OC	0.0	-0.1	8	1
Cn1c(=O)oc2cc(S(=O)(=O)NC3CCCc4ccccc43)ccc21 (stereo not given)	-0.7	0.0	14	-1
COc1ccc(NC(=O)CN2C(=O)c3ccccc3C2=O)cc1Cl	2.4	-1.1	-4	-7
CC(=O)Nc1nc2ccc(S(=O)(=O)N3CCCCC3)cc2s1	-2.4	0.1	-19	-7
COc1ccc(C(=O)Nc2ccc(Br)cc2F)cc1[N+](=O)[O-]	1.1	0.0	-5	-4
CC(=O)C1=C(O)C(=O)N(Cc2cccnc2)C1c1ccc(C(C)C)cc1 (stereo not given)	-1.5	0.2	20	-2
CC1CCC(NC(=O)CCC(=O)N2CCSc3ccccc32)CC1 (stereo not given)	-3.7	-0.1	-8	-9
Cc1cc(Cl)ccc1OC(C)C(=O)NNC(=O)c1cccc([N+](=O)[O-])c1 (stereo not given)	-1.8	0.6	-7	0
c1cncc(-c2nc3c4ccccc4nc(NCC4CCCO4)n3n2)c1 (stereo not given)	-0.5	1.3	5	30
Cc1ccccc1CC(=O)N1CCc2nnc(CNC(=O)C3CCOC3)n2CC1 (stereo not given)	-0.8	-0.1	-1	-3
CN(Cc1ccccc1)c1nnc(N)s1	0.3	0.2	5	-3
Cc1ccccc1NC(=O)CCC(=O)O	-0.2	0.0	9	1
COCCNC(=O)c1ccc(N2CC3CC(C2)c2cccc(=O)n2C3)c(NC(=O)c2cccnc2)c1 (stereo not given)	0.5	0.3	20	-3
Cc1ccccc1-c1nc(CN2CCC(C(=O)NCC3CCCO3)CC2)c(C)o1 (stereo not given)	0.1	-0.1	4	9
CS(=O)(=O)N(CC(=O)N1CCN(c2ccccc2)CC1)c1cccc(C(F)(F)F)c1	1.3	0.0	10	10
Cc1ccccc1OCc1nnc(SCC(=O)NC(C)(C)C)n1C	-1.6	-0.1	12	1
COc1ccc(-c2nnc(-c3cccnc3)o2)cc1OC	-0.2	-0.1	6	-26
O=C(C(Cc1ccccc1)N1C(=O)C2CCCCC2C1=O)N1CCN=C1c1ccccc1 (stereo not given)	4.1	-0.1	3	5
O=C(Nc1ccccc1)N1CCN(S(=O)(=O)c2cc(Cl)ccc2Cl)CC1	-0.3	-0.1	-14	-12
NC(=O)c1ccc(-c2nccc(NCc3ccccc3)n2)cc1	-1.1	0.1	-8	13
CCOc1cc(CN2CCN(Cc3ccccc3F)CC2)ccc1OC	-1.0	0.1	65*	-7
CCN(CC)CCNCC(=O)N1CCCc2ccccc21	8.3*	0.0	20	5
COc1ccc(-c2cc(-c3ccccc3)nc(SCC(=O)O)c2C#N)cc1	-0.5	0.0	9	4
COc1ccc(S(=O)(=O)N2CCOC2CNC(=O)C(=O)NCc2ccco2)cc1 (stereo not given)	0.9	0.1	10	-1
CCOC(=O)N1CCC(N2C(=O)c3ccccc3C2Nc2ccc(F)cc2F)CC1 (stereo not given)	0.1	0.2	11	4
CCN1CCN(c2nc(-c3cccnc3)nc3ccccc23)CC1	-1.0	0.0	9	-5
COc1ccc(NC(=O)c2sc3nc(C)nc(N4CCN(C)CC4)c3c2C)c(OC)c1	-0.2	-0.1	10	-2
c1ccc(-c2nc(-c3ccccn3)cc(N3CCN(c4ccccn4)CC3)n2)cc1	0.8	-0.2	2	8
CCn1c2c(c3cc(Br)ccc31)CCCC2=O	-1.3	0.0	8	0
Cc1ccc(OCC(=O)Nc2ncc(S(=O)(=O)c3ccc([N+](=O)[O-])cc3)s2)c(C(C)(C)C)c1	0.6	-0.1	14	10
CC(NS(=O)(=O)c1ccc(Cl)cc1)C(=O)Nc1cccc(Br)c1 (stereo not given)	0.4	0.0	3	-2
C=CCn1c2ccccc2c2nnc(SCC(=O)Nc3nncs3)nc21	-1.0	-0.1	-5	-14
CCOc1ccc(C(=O)NCCc2csc(-c3ccc(OC)cc3)n2)cc1	0.4	0.2	9	11
O=C(NCc1n[nH]c(=S)n1-c1cccc(C(F)(F)F)c1)c1cccs1	0.1	-0.4	-8	-6
O=S1(=O)N=C(SCCO)c2ccccc21	1.7	-0.1	1	0
NC1CCSc2ccccc21 (stereo not given)	-0.6	-0.2	2	-2
Cc1ccc(S(=O)(=O)NC(=O)N(Cc2ccccc2)Cc2ccco2)cc1	-1.2	0.0	15	-2
COc1cc2nc(Nc3cc(OC)c(OC)c(OC)c3)nc(NCc3cccc(C(F)(F)F)c3)c2cc1OC	1.8	-0.1	1	31
CCCCC/C=C\C/C=C\C/C=C\C=C\[C@@H](O)CCCC(=O)O	-2.4	/	0	/
CC(=O)Nc1nnc(COc2ccc(C)cc2C)s1	-1.4	0.0	13	-27
Cc1ccc(CCC(=O)Nc2ccc(C)c(C)c2)o1	-0.7	-0.1	16	-11
O=C(CCC1(Cc2ccc3c(c2)OCO3)CCC(=O)N1)NCc1nc2c(s1)CCCC2 (stereo not given)	0.2	0.1	-3	10
CCC(=O)N1CCCc2cc(S(=O)(=O)N3CCC(N4CCCCC4)CC3)ccc21	0.2	0.0	12	2
CN(C)c1ccc(/C=C(\C#N)c2nc(-c3ccc(Cl)cc3)cs2)cc1	-0.8	0.1	5	0
Cc1cc(Cl)ccc1NC(=O)N1CCCC(N(C)CCc2ccccn2)C1 (stereo not given)	2.4	-0.1	-2	-2
CC(=O)N1CCOc2cc(S(=O)(=O)NC3CCCCC3)ccc21	1.1	-0.1	13	0
NS(=O)(=O)c1ccc(CCNc2ncnc3c2c(-c2ccccc2)cn3-c2ccccc2)cc1	-1.0	-0.2	11	8
Cc1cc(NC(=O)c2ccc3c(c2)C(=O)N(c2ccc([N+](=O)[O-])cc2)C3=O)no1	5.7*	0.1	7	8
COc1ccccc1Nc1cnn(C23CC4CC(CC(CC(=O)O)(C4)C2)C3)c(=O)c1Cl	-0.4	-0.1	-2	1
COc1ccc(-c2cnc(NCc3cc(OC)c(OC)c(OC)c3)n2C)cc1	-0.6	0.2	35	11
CC(=O)Oc1ccc(N2C(=O)C3C4c5ccccc5C(C)(c5ccccc54)C3C2=O)cc1 (stereo not given)	0.3	-0.3	2	0

(next part)
SMILES	GPR151 ag	FBW7 activator	MITF primary	TEAD-YAP block
O=C(O)C1CCC(=O)N1C1CCCCC1 (stereo not given)	0.0	-0.3	-3	3
CCN1CCN(C(=O)c2nn(-c3cccc(OC)c3)c(=O)c3ccccc23)CC1	0.5	0.0	15	3
Nc1nnc(CCOCCOCCc2nnc(N)s2)s1	1.4	-0.3	-7	-7
CCNC(=O)N1CCN(Cc2ccccc2)CC1C(=O)N1CCCC1 (stereo not given)	0.9	0.3	2	2
CCOC(=O)C1=C(C)N=c2s/c(=C\c3ccc(C)o3)c(=O)n2C1c1ccccc1OC (stereo not given)	0.6	-0.1	1	5
COc1ccc(S(=O)(=O)CCC(=O)Nc2ccc(C(C)=O)cc2)cc1	-1.7	0.2	8	-3
CCCOC(=O)C1=C(C)NC2=C(C(=O)CC(c3ccc(OC)cc3)C2)C1c1ccc(OC)c(Br)c1 (stereo not given)	0.6	0.1	-15	-2
COc1ccccc1C1C(C(C)=O)=C(O)C(=O)N1CCc1ccccc1 (stereo not given)	-0.3	0.4	3	4
CCOC(=O)c1sc2ncn(CC(C)C)c(=O)c2c1C	-0.9	0.4	12	-4
O=C(Nc1ccc(Cl)cc1)c1cc2n(n1)C(C(F)(F)F)CC(c1ccco1)N2 (stereo not given)	-0.6	-0.2	3	1
CCS(=O)(=O)N1CCC(c2nnc(-c3ccc(F)cc3)o2)CC1	-1.3	0.1	-17	-3
O=C(/C=C/c1ccc(Br)cc1)Nc1cccc([N+](=O)[O-])c1	-0.7	0.2	16	-8

Another view of some results above:
mol,GPR151 ag,FBW7 activator,MITF primary,TEAD-YAP block
O=C(NCc1n[nH]c(=S)n1-c1cccc(C(F)(F)F)c1)c1cccs1,0.1,-0.4,-8,-6
O=S1(=O)N=C(SCCO)c2ccccc21,1.7,-0.1,1,0
NC1CCSc2ccccc21 (stereo not given),-0.6,-0.2,2,-2

Further compounds follow.
SMILES	GPR151 ag	FBW7 activator	MITF primary	TEAD-YAP block
CCSc1nnc2c(n1)OC(c1ccc(C)cc1)Nc1ccccc1-2 (stereo not given)	-1.7	-0.1	-12	4
COc1cc([N+](=O)[O-])ccc1NC(=O)Nc1nc2c(s1)CCCC2	-0.3	0.0	2	11
CCC(C)(C)C1CCC(=O)C(C2(O)C(=O)N(C)c3ccccc32)C1 (stereo not given)	0.6	0.0	-4	0
O=C(CCC(=O)N1CCc2ccccc21)N1CCc2ccccc21	0.5	0.0	-14	-8
Cc1ccc(CS(=O)Cc2ccc(C(=O)N3CCN(c4ccccc4)CC3)o2)cc1 (stereo not given)	-0.8	0.7	11	17
COc1ccc(N2C(=O)CSC2c2ccc(SC)cc2)cc1 (stereo not given)	-0.8	-0.2	-5	2
CN(CC(=O)O)S(=O)(=O)c1cccc2cccnc12	-1.4	-0.1	-4	-12
COCC(=O)N1CCC(n2nccc2NC(=O)c2ccc(OC)cc2)CC1	0.1	0.0	14	-6
COc1ccc(Br)cc1C1C(C#N)=C(N)Oc2cc(C)oc(=O)c21 (stereo not given)	-0.2	-0.1	-2	-5
O=C1CCCN1CCn1cnc2c(NCCN3CCOCC3)nc(NC3CCN(Cc4ccccc4)CC3)nc21	2.1	0.4	-1	0
Cc1cc(-c2ccccc2)n(-c2cc(N3CCN(c4ccccc4)CC3)ncn2)n1	2.2	-0.1	-2	1
CCOC(=O)CN(c1c(C)cccc1C)S(C)(=O)=O	0.9	-0.1	7	10
O=c1/c(=C/c2ccc(-c3ccccc3)o2)sc2nc3ccccc3n12	0.4	-0.4	-7	-3
COc1ccc(C(=O)NCC2CC(=O)N(c3ccccc3)C2)c(OC)c1 (stereo not given)	-0.3	0.1	-5	9
O=C(CCC(=O)c1cccs1)Nc1ccc(N2CCOCC2)cc1	-2.4	0.5	3	-8
O=C(Nc1ccccc1C(=O)N1CCN(c2ccccc2)CC1)c1cccc(S(=O)(=O)N2CCOCC2)c1	-0.1	-0.1	2	-3
CSc1nc2c(c(=O)n1-c1ccccc1)C1(CCCCC1)Cc1ccccc1-2	-0.4	0.1	-5	-8
CC(=O)OCCCN1C(=O)c2cccc3cc(Br)cc(c23)C1=O	0.1	0.6	12	10
Cc1nc2sc3c(c2c2nnc(SCC(=O)N4CCOCC4)n12)CCC(C)C3 (stereo not given)	-1.6	0.2	8	1

By substructure: those above containing two or more sulfur atoms.
SMILES	GPR151 ag	FBW7 activator	MITF primary	TEAD-YAP block
NS(=O)(=O)c1ccc(CCNC(=O)CCCn2c(SCc3ccccc3)nc3ccsc3c2=O)cc1	-0.8	0.1	15	5
Cc1c(C(=O)N(C)Cc2cscn2)sc2ncnc(NC3CC3)c12	-1.6	-0.2	1	5
CC(=O)Nc1nc2ccc(S(=O)(=O)N3CCCCC3)cc2s1	-2.4	0.1	-19	-7
Cc1ccc(OCC(=O)Nc2ncc(S(=O)(=O)c3ccc([N+](=O)[O-])cc3)s2)c(C(C)(C)C)c1	0.6	-0.1	14	10
C=CCn1c2ccccc2c2nnc(SCC(=O)Nc3nncs3)nc21	-1.0	-0.1	-5	-14
O=C(NCc1n[nH]c(=S)n1-c1cccc(C(F)(F)F)c1)c1cccs1	0.1	-0.4	-8	-6
O=S1(=O)N=C(SCCO)c2ccccc21	1.7	-0.1	1	0
Nc1nnc(CCOCCOCCc2nnc(N)s2)s1	1.4	-0.3	-7	-7
COc1ccc(N2C(=O)CSC2c2ccc(SC)cc2)cc1 (stereo not given)	-0.8	-0.2	-5	2
Cc1nc2sc3c(c2c2nnc(SCC(=O)N4CCOCC4)n12)CCC(C)C3 (stereo not given)	-1.6	0.2	8	1
